GFP derepression: epigenetic GFP locus derepression in mouse cells. mouse C127i GFP locus derepression, cytometry, 30 h. Potency, µM (top dose mostly 46.1 µM), for the others: top-dose GFP derepression (activation). actives 0.09% (n = 68,000). AID 597; further: % of control where 0% means no effect
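Murine C127i mammary cells carrying a silenced, stably integrated CMV-driven GFP reporter were treated with compound for 30 hours at 37 C. After PBS washes, GFP-positive cells were counted by laser-scanning microplate cytometry.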
ERK AVP block: inhibitors of vasopressin-stimulated ERK signaling pathway; HEK293-V1b, vasopressin-stimulated pERK AlphaScreen; Potency, µM (highest dose often 57.5 µM), for inactives: top-dose activity, negative = inhibition, actives largely listed as inhibitors; actives 0.99% (n = 72,000); further: potency means the concentration at half of the fitted maximal effect; on the % scale 0 is the no-effect control and ±100 the full control effect; nearly all actives have a fitted effect of over 55% in size
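Phosphorylated ERK1/2 detected via AlphaScreen bead proximity in lysates of V1b-expressing HEK293 cells given 25 nM vasopressin for 5 min after 30 min compound exposure (37 °C). AC50 from Hill equation; basal DMSO 0%, vasopressin 100%.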
15-hLO inh: 15-hLO (ALOX15) enzyme inhibition; P16050; purified 15hLO-1, xylenol orange hydroperoxide absorbance; Potency, µM (highest dose often 57.1 µM), without a hit: at the top dose activity change, negative = inhibition, usual class: inhibitors; actives 1.4% (n = 74,000); AID 887; further: potency means the concentration at half of the fitted maximal effect; on the % scale 0 is the no-effect control and ±100 the full control effect; nearly all actives have a fitted effect of over 55% in size
Target sequence (P16050 whole entry, looked up): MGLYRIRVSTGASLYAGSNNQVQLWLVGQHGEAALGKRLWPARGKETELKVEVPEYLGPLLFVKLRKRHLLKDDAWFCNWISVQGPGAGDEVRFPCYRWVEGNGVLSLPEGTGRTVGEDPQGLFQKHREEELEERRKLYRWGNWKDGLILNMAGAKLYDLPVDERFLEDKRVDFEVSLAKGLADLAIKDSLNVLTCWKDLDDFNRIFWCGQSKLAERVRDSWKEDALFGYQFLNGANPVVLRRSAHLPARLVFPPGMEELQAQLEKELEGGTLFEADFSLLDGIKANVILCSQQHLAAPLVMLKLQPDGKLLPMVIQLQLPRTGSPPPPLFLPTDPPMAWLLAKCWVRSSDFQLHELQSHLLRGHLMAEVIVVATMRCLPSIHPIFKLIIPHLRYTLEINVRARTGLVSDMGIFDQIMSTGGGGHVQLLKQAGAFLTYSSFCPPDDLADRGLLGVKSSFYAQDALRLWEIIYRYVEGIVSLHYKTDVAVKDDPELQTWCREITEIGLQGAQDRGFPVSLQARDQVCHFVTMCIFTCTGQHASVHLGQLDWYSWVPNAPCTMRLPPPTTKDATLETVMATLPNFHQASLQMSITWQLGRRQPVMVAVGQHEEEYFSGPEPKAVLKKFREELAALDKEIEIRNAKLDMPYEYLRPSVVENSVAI
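40 nM 15hLO-1 + cpd, 15 min RT; start w/ 50 uM AA (final), 6 min RT; stop/detect w/ 200 uM XO + 300 uM Fe(II) in 50 mM H2SO4, 30 min; A573/A405. Buffer 25 mM Hepes pH 7.5, 0.01% Triton X-100. No-enzyme wells as negative control.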
FLuc inh: inhibitors of firefly luciferase | P08659 | Potency, µM (doses to about 57.1 µM), for inactives: at the top dose activity change, negative = inhibition, most hits filed as inhibitors | actives 2.2% (n = 72,000) | purified firefly luciferase, luminescence, 8 min; further: potency means the concentration at half of the fitted maximal effect; on the % scale 0 is the no-effect control and ±100 the full control effect; nearly all actives have a fitted effect of over 40% in size
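qHTS concentration-response profiling: light output of P. pyralis luciferase with luciferin and 10 uM ATP, imidazole buffer pH 7.2. Read by luminescence after 8-min room-temperature incubation.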
Starred values were filed as active, the others as inactive; ? = inconclusive; / = not tested or not shown; [ ] = remark or other dose. The call rests on the fitted dose curve; in most records, active means well fitted curve in the direction sought with a large enough effect; inconclusive means small, poorly fitted or top-dose-only effect, or another doubt; inactive means no such curve, though single readings can be large; an effect the other way counts as inactive or inconclusive. Some of the compounds tested; the hit share may differ from the screen's.

Screens by letter: A = GFP derepression; B = ERK AVP block; C = 15-hLO inh; D = FLuc inh
1	CN(C)CCCC1(c2ccc(F)cc2)OCc2cc(C#N)ccc21 (stereo not given)
  A = 0.0%[20.6 µM]; B = /; C = /; D = 0.8%[25.5 µM]
2	CCCCCC(=O)O[C@]1(C(C)=O)CC[C@H]2[C@@H]3CCC4=CC(=O)CC[C@]4(C)[C@H]3CC[C@@]21C
  A = -3.8%[20.6 µM]; B = /; C = /; D = 1.2%[25.5 µM]
3	CCC(NC(C)C)C(O)c1ccc(O)c2[nH]c(=O)ccc12 (stereo not given)
  A = -3.8%[20.6 µM]; B = /; C = /; D = 2.6%[25.5 µM]
4	CCCCC(=O)O[C@@]1(C(=O)CO)C(C)CC2C3CCC4=CC(=O)C=C[C@@]4(C)[C@]3(F)C(O)C[C@]21C (stereo not given in full)
  A = /; B = 9.0%; C = -16.7%; D = /
5	CCOC(N)=O
  A = /; B = -2.1%; C = ?; D = /
6	Oc1ccc2c(c1)OCC1(O)Cc3cc(O)c(O)cc3C21 (stereo not given)
  A = /; B = ?; C = ?; D = /
7	CNC1C(O)C2OC3OC(C)CC(=O)[C@@]3(O)O[C@H]2[C@H](NC)C1O (stereo not given in full)
  A = /; B = 10.4%; C = -0.9%; D = /
8	CC1O[C@@H](O[C@H]2C(Oc3cc(O)c4c(=O)cc(-c5ccc(O)cc5)oc4c3)OC(CO)C(O)C2O)C(O)C(O)C1O (stereo not given in full)
  A = /; B = 1.9%; C = -6.2%; D = /
9	CCc1ccc(CCOc2ccc(CC3SC(=O)NC3=O)cc2)nc1 (stereo not given)
  A = /; B = 8.6%; C = 3.3%; D = /
10	CC1CC2C3CCC4=CC(=O)C=C[C@]4(C)[C@@]3(Cl)C(O)C[C@]2(C)C1(OC(=O)c1ccco1)C(=O)CCl (stereo not given in full)
  A = /; B = 14.0%; C = 10.7%; D = /
11	C/C=C/C(=O)N(CC)c1ccccc1C
  A = /; B = 3.1%; C = 4.8%; D = /
12	COc1c(O)cc2c(c1O)C1OC(CO)C(O)[C@H](O)[C@H]1OC2=O (stereo not given in full)
  A = /; B = 2.8%; C = 3.7%; D = /
13	CN1CCCN=C1COC(=O)C(O)(c1ccccc1)C1CCCCC1 (stereo not given)
  A = 7.7%[20.6 µM]; B = 24.3%; C = -12.1%; D = 0.8%[25.5 µM]
14	CC1Cc2ccccc2N1NC(=O)c1ccc(Cl)c(S(N)(=O)=O)c1 (stereo not given)
  A = -3.8%[20.6 µM]; B = -1.5%; C = 0.9%; D = -0.9%[25.5 µM]

Source: PubChem
